# Compound activity as filed in PubChem BioAssay.
# PAX8 reporter = inhibitors of PAX8-driven TPO luciferase reporter, primary screen, RMG-I cells, single concentration | SteadyGlo, 24 h | inhibition, % at 12.6 µM | 360,000 tested, 1.2% active;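 active means mean replicate inhibition at least 60% with every replicate also reaching 60%; inconclusive means only one of the two criteria is met; inactive means mean below 60% and not all replicates reaching 60%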;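 further: luciferase light reporting Pax8 driven TPO promoter activity; plate controls were median of neutral control wells for no effect and mitoxantrone controls for full effect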
# F508del corr = F508del CFTR correction, initial screen, CFBE line, single point | CFBE cells, YFP halide quenching; stimulated with forskolin plus potentiator P3; % fluorescence drop versus neutral controls | activity (quench increase), % at 7.58 µM | 350,000 tested, 0.36% active | AID 720511, 2013;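 active means mean added fluorescence quench of at least 8% versus neutral control, with both replicates also reaching 8%; inconclusive means only one of the mean or replicate conditions met; inactive means mean below 8% and not both replicates reaching 8%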;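 further: cells transiently co-express mutant CFTR-F508del with the halide-sensitive YFP; corrector assay measuring rescue of mutant channel to the surface after 24 h compound exposure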
# DENV2 CPE rescue = inhibitors of DENV2 cytopathic effect, primary screen, cell-based, plate reader, single concentration; AID 651640, 2012; DENV2-infected cells, cytopathic effect rescue; CPE inhibition, % at 9.99 µM; 350,000 tested, 1.7% active; in the data active means CPE inhibition above about 20%, passing the limit was not always enough; inconclusive means no clear call, values can overlap the other calls; tested in BHK-21 cells;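 further: 0% = median of neutral control wells and 100% = median of positive control wells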
# EWS-Fli block = EWS/Fli-driven NR0B1 reporter inhibitors, primary screen, A673 cells, NR0B1 luciferase, luminescence, MLPCN library. viability-normalised. inhibition, % at 12.6 µM. 350,000 tested, 0.67% active;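 active means mean inhibition of at least 50% after viability correction, with every replicate also passing that limit; inconclusive means mean reaches 50% but only one of two replicates passes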;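 further: firefly luciferase signal divided by Alamar Blue viability fluorescence both relative to DMSO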
# INS-1E GSIS act = GLuc luminescence reporter in INS-1E cells, primary screen for activators of glucose-dependent secretion of insulin | INS-1E GLuc reporter insulin secretion, 2-3 h | activation, % at 16.6 µM | 370,000 tested, 0.61% active;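 active means lowest replicate activation of at least 40%, so every replicate reaches that level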;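 further: 0% = median of neutral control wells and 100% = median of IBMX positive control wells; some compounds called inactive have numbers as strong as hits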
# ERp5 block = inhibitors of ERp5-driven insulin aggregation, primary screen, biochemical, turbidity, absorbance 650 nm, single point; 90 min; inhibition, % at 9.99 µM; 350,000 tested, 0.05% active;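 active means mean replicate inhibition above about 25%, with every replicate also reaching it, limit read from the data, passing the limit was not always enough; inconclusive means only one of those two criteria met; inactive means neither criterion met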
# Target sequence (Q15084 whole entry, looked up): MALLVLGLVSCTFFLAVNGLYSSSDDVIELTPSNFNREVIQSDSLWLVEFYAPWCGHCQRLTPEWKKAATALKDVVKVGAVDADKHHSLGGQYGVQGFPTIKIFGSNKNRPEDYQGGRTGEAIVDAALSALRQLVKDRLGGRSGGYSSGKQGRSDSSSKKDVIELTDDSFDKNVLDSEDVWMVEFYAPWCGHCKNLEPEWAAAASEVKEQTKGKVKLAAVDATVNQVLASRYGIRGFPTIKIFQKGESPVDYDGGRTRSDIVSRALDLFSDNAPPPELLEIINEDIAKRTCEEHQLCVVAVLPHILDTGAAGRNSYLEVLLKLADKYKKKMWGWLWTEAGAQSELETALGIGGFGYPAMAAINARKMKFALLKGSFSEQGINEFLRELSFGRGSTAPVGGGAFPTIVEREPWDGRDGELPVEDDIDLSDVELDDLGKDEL
# XiGFP reactiv = activators of inactive X chromosome reactivation, primary screen, imaging, XiGFP fibroblasts, GFP high-content imaging, set 2; 360,000 tested, 0.055% active; activation, % at 7.58 µM; AID 743238, 2013; XiGFP mouse fibroblasts, % GFP-positive cells imaging, 3 d; cells co-treated with 5-aza-dC sensitizer; scaled so ellipticine positive control = 100%;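 active means mean normalized replicate activation at least 10% and every replicate at or above 10%; inconclusive means only one of the two criteria met; inactive means mean below 10% and not all replicates reach 10%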;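 further: 0% = median of on-plate neutral control wells and 100% = ellipticine 6 µM median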
#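 System: 68-5-11 XiGFP fibroblast line | Buffer or medium: DMEM containing 5-aza-dC | Compound: Single point | Times: Compounds 3 days, fix/stain 15 min at room temperature | Benchmarks: Positive control ellipticine, 6 µM final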
# ARNT TACC3 PPI = disruptors of ARNT/TACC3 protein interaction, primary screen, biochemical, AlphaScreen, single concentration. Transforming acidic coiled-coil-containing protein 3 (Homo sapiens), Q9Y6A5. AlphaScreen His-ARNT PAS-B/GST-TACC3 binding, luminescence; TACC3 fragment carries E629A point mutation. inhibition, % at 9.99 µM. 390,000 tested, 0.66% active;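 active means mean inhibition of replicates at least 50% and at least half of replicates each reaching 50%; inconclusive means half or more replicates reach 50% but mean below 50%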;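 further: 0% = complete ARNT plus TACC3 wells and 100% = ARNT alone without TACC3; many hits fall short of the cut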
# The depositor's hits bear a star; ? = inconclusive; nt = no result given; & = joins results of further samples.
# Sequence of screens: PAX8 reporter, F508del corr, DENV2 CPE rescue, EWS-Fli block, INS-1E GSIS act, ERp5 block, XiGFP reactiv, ARNT TACC3 PPI
CC(=O)N1CCCCN2[C@H](C1)[C@@H](c1ccc(-c3ccc(C)cc3)cc1)[C@@H]2CO
    0, -0.9, -7, nt, -6, 4, 0.0, 9
COC(=O)c1ccc(C(=O)OC)c(NC(=S)N2CCCC(C)C2)c1 (stereo not drawn)
    -3, nt, nt, nt, 14, nt, -0.1, -5
COc1ccc(CN2CCC(N(CCc3ccccc3)Cc3ccccc3)CC2)c(OC)c1
    29, 1.7, 13, 28, 122, 4, -0.1, 12
CCC(=O)Nc1ccc2c(c1)C(=O)N(C)C[C@@H](OC)[C@H](C)CN[C@@H](C)CO2
    nt, 1.0, ?, 1, -11, 2, 0.0, -3
Cc1cccc(S(=O)(=O)N2C[C@@H](O)COC[C@H]3O[C@H](CC(=O)NCc4ccc5c(c4)OCO5)CC[C@@H]32)c1
    -9, 1.7, -4, -1, 0, 2, 0.1, 8
CCOC(=O)c1ccc(N=c2sc(C(=O)OC)cc(=O)n2-c2ccc(C(=O)OCC)cc2)cc1
    nt, -1.4, 4, 13, 3, 1, -0.3, 8
O=C(NCC(=O)N1CCCCCCC1)c1ccco1
    -57, 3.5, -7, -8, -1, -6, 0.3, nt
Cc1ccc(C(=O)Nc2cccc(O)c2)cc1S(=O)(=O)N1CCCCCC1
    -104, -0.9, 0, -120, 15, -2, 0.3, 4
Cc1cccc(C)c1NC(=O)C1=C(O)c2sccc2N(C)S1(=O)=O
    4, 0.3, 1, 5, 4, -2, 0.0, -8
CC(=O)Nc1cccc(-n2c(=O)n(Cc3ccccc3)c(=O)c3[nH]cnc32)c1
    -12, 0.0, -5, 0, 43*, -4, 0.3, -1
COc1cccc(CNC(=O)c2nnn(CC(=O)Nc3ccc4c(c3)OCO4)c2N)c1
    -14, 1.0, 7, 2, 6, -4, -0.4, nt
Cc1cc(NC(=O)CSCC(=O)OCC(=O)c2ccc(Br)cc2)no1
    -10, -1.8, 9, -7, -6, 0, -0.1, nt
Cc1cc([N+](=O)[O-])ccc1NC(=O)C(C)NC1CCCCC1 (stereo not drawn)
    -4, -1.5, -4, 1, -4, -1, 0.4, 14
COc1ccc(-c2cc(-c3ccccc3)nc(SC(C)C(=O)O)c2C#N)cc1 (stereo not drawn)
    -7, -3.7, 0, -13, -19, 1, 0.0, -1
O=C1OC2C(O)COC23OC(O)CCC13O (stereo not drawn)
    -5, -0.1, 7, -7, 14, -10, 0.0, nt
C[C@@H]1CCCCO[C@H](CN(C)C(=O)Cc2ccccc2)[C@@H](C)CN([C@H](C)CO)C(=O)c2cc(NC(=O)CCCN(C)C)ccc2O1
    -21, 1.9, -1, -7, 5, 4, -1.2, -7
Cc1cc(OCC(=O)Nc2ccccc2N2CCCCC2)ccc1C(C)C
    10, -1.8, 4, 0, -2, 3, 0.1, -9
CCCCCCCCN
    -11, 0.1, 8, -11, nt, -3, 0.1, nt
COc1ccc(/C=C2\SC(=O)N(CCC(=O)N3CCCCC3CCO)C2=O)cc1 (stereo not drawn)
    -21, 1.5, 6, -2, 3, -5, 0.1, -10
COC(=O)[C@]12CCCCC=C1N(Cc1ccco1)C(=O)[C@H](CC(=O)NCCCCc1ccccc1)C2
    8, -1.4, -14, 5, -24, 3, 0.2, nt
O=C(N[C@H](Cc1ccccc1)C(=O)N1CCN(C(=O)N2CCCCC2)CC1)[C@H]1O[C@@H](n2ccc(=O)[nH]c2=O)[C@H](O)[C@@H]1O
    -1, -3.9, -3, -13, 24, 2, 0.0, nt
COc1ccc(NC(C)=O)cc1NC(C)C(=O)Nc1cccc(S(=O)(=O)N2CCOCC2)c1 (stereo not drawn)
    -5, -1.4, -5, -1, 16, 11, 0.0, -6
CC(C)n1c(O)c(N=Nc2ccc(Cl)nn2)c2ccccc21
    -8, nt, nt, nt, -11, nt, 0.2, 3
O=C(NCC1CCCO1)C1CCCN1C(=O)Nc1ccccc1[N+](=O)[O-] (stereo not drawn)
    -9, -0.7, -4, -14, 5, -6, nt, -4
COc1cc(C=NNC(=O)c2ccc(NS(=O)(=O)c3cccs3)cc2)cc(Br)c1O
    -8, -1.3, -1, 9, -26, 1, 0.1, 35
CSc1cccc(N=C2C(=O)Nc3ccccc32)c1
    5, 3.3, 3, ?, 2, 2, 0.0, -9
Cc1ccc(S(=O)(=O)N(C)C)cc1NC(=O)c1cccnc1Oc1ccccc1
    -5, nt, -5, 3, 4, 1, 0.1, nt
CCCN(C(=O)CSCC(=O)Nc1cccc(C)c1)c1c(N)n(Cc2ccccc2)c(=O)[nH]c1=O
    6, 1.9, 2, -9, -1, 2, 0.5, 0
CC(=O)C[C@H](O)CC(=O)[C@@H]1OC(=O)[C@H](C)C/C=C\Cc2ccccc21
    -17, 1.1, 2, 1, -21, -1, 0.0, -4
CC(C)OC(=O)c1ccc(NC(=O)c2cccc(-n3cnnn3)c2)cc1
    -3, -3.3, -8, 7, -17, 5, 0.0, 2

# Ordered by number of heavy atoms (smallest number first): part of the list above.
# Sequence of screens: PAX8 reporter, F508del corr, DENV2 CPE rescue, EWS-Fli block, INS-1E GSIS act, ERp5 block, XiGFP reactiv, ARNT TACC3 PPI
CC(C)OC(=O)c1ccc(NC(=O)c2cccc(-n3cnnn3)c2)cc1
    -3, -3.3, -8, 7, -17, 5, 0.0, 2
Cc1ccc(S(=O)(=O)N(C)C)cc1NC(=O)c1cccnc1Oc1ccccc1
    -5, nt, -5, 3, 4, 1, 0.1, nt
COc1cc(C=NNC(=O)c2ccc(NS(=O)(=O)c3cccs3)cc2)cc(Br)c1O
    -8, -1.3, -1, 9, -26, 1, 0.1, 35
COC(=O)[C@]12CCCCC=C1N(Cc1ccco1)C(=O)[C@H](CC(=O)NCCCCc1ccccc1)C2
    8, -1.4, -14, 5, -24, 3, 0.2, nt

# (listing goes on)
# Sequence of screens: PAX8 reporter, F508del corr, DENV2 CPE rescue, EWS-Fli block, INS-1E GSIS act, ERp5 block, XiGFP reactiv, ARNT TACC3 PPI
O=C(NC(=S)NCc1ccccc1)c1ccc(Br)cc1
    -9, -2.7, -7, 1, nt, 2, 0.1, nt
Cc1ccc(S(=O)(=O)Nc2ccc3c(c2)C(=O)N([C@H](C)CO)C[C@H](C)[C@H](CN(C)Cc2ccc(C(F)(F)F)cc2)OCCCC[C@H](C)O3)cc1
    115*, 4.8, -26, 37, 17, -1, 0.4, 14
COc1ccc(NC(=O)N(C)C[C@@H]2Oc3ccc(NC(=O)Nc4ccc(C(F)(F)F)cc4)cc3CC(=O)N([C@H](C)CO)C[C@@H]2C)cc1
    10, 3.4, 53*, 8, -25, -14, -1.1, 4
C[C@H](NC(=O)C[C@H]1CC[C@H]2[C@@H](COC[C@H](O)CN2C(=O)Nc2cc(Cl)cc(Cl)c2)O1)c1ccccc1
    4, -0.7, -1, 5, -23, -16, 0.1, 5
Cc1noc(C)c1NC(=O)Nc1ccc2c(c1)C(=O)N([C@@H](C)CO)C[C@@H](C)[C@H](CN(C)Cc1ccncc1)OCCCC[C@H](C)O2
    -3, -0.5, -1, -4, 9, 2, 0.1, -5
CCCCN(C(=O)c1ccc(N(C)S(=O)(=O)c2ccc(C)cc2)cc1)c1c(N)n(CC(C)C)c(=O)[nH]c1=O
    -3, -0.3, 15, 3, 7, -7, 0.1, -9
NNC(=O)[C@H](Cc1ccccc1)NC(=O)Nc1ccc2c(c1)OCCO2
    -8, 4.4, -4, -6, 3, 0, 0.4, -1
O=C(NCc1cccs1)C1Cc2c(-c3ccc(Cl)cc3)ccnc2O1 (stereo not drawn)
    nt, -1.2, -1, 70*, nt, 5, 2.3, nt
C=CCn1c(CCCOc2ccc(Cl)cc2Cl)n[nH]c1=S
    1, -3.6, nt, 5, 0, 0, 0.1, nt
O=C(NCCCN1CCOCC1)c1cc(-c2ccc(Br)cc2)nc2ccccc12
    8, -2.0, -5, -2, -23, 1, -0.1, -7
Cc1noc(C)c1S(=O)(=O)N(C)C[C@@H]1OCCCC[C@H](C)Oc2ccc(NS(=O)(=O)c3ccccc3)cc2C(=O)N([C@@H](C)CO)C[C@H]1C
    -17, 2.2, ?, 1, 8, -1, -0.1, -1
COCCN1C(=O)CS/C1=C(/C#N)C(=O)NCc1ccco1
    14, -1.7, nt, 3, -5, -5, 0.0, 14
CCOC(=O)c1cnc(-n2nc(C)cc2C)nc1Oc1ccccc1F
    4, 0.8, 14, -20, 33, 8, -0.2, nt
Cc1nc(Cl)c(C(=O)NCc2ccccc2)c(C)c1Cl
    6, -5.3, 9, -9, 4, -1, 0.0, 33
Cn1c(=O)c2c(nc(SCC(=O)N3CCOCC3)n2C)n(C)c1=O
    5, -0.7, 6, 5, 5, -3, 0.3, nt
Cn1ccc2c(-c3ccc(C(F)(F)F)cc3)cc3c(c21)C1CCC3C1 (stereo not drawn)
    11, 2.9, -3, 9, -12, 0, 0.0, nt
CC(C)N(Cc1ccccc1)C(=S)Nc1ccc(OC(F)F)cc1
    29, nt, nt, nt, -27, nt, 0.3, -13
C[C@@H]1CN([C@@H](C)CO)C(=O)c2cc(NC(=O)Nc3ccc(C(F)(F)F)cc3)ccc2O[C@H]1CN(C)S(C)(=O)=O
    1, 0.6, 10, 0, 24, 9, -0.4, -2
CCOC(=O)C1CCN(C(=O)C2CCCN(S(=O)(=O)c3ccc(OC)c(Cl)c3)C2)CC1 (stereo not drawn)
    nt, 2.9, -2, nt, -35, 5, 0.0, 3
CC1CN(C(=O)CSc2cn(CC(=O)N3CCOCC3)c3ccccc23)CC(C)O1 (stereo not drawn)
    2, 1.4, 15, 2, 29, -7, 0.0, 3
O=S(=O)(c1ccccc1)N1C[C@@H]2N[C@H](C1)C2c1ccc(-c2ccccc2)cc1 (stereo partly drawn)
    2&4, 1.0&1.8, -2&-2, 7&1, -9&14, -1&0, 0.1&0.0, nt

# Shown as a hit in INS-1E GSIS act, of those listed so far:
canonical_smiles,F508del corr,DENV2 CPE rescue,INS-1E GSIS act,ERp5 block,ARNT TACC3 PPI
CC(=O)Nc1cccc(-n2c(=O)n(Cc3ccccc3)c(=O)c3[nH]cnc32)c1,0.0,-5,43*,-4,-1
